Compound activity deposited in PubChem BioAssay by several laboratories.
RAM inhibit – blocks the yeast RAM network | S. cerevisiae dse1pr::URA3 reporter, 5-FOA growth OD615, 2 d; analog-sensitive cbk1-as2 kinase mutant strain | inhibition, % at 50 µM | hit rate 1.8% among 190,000 | AID 868;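 active = inhibition above a set limit, 3 SD over mean compound inhibition, cut at about 8.4% in these data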;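 note: 0% = DMSO-only wells with no growth and 100% = 10 µM 1-NA-PP1 full growth; inhibition rescues growth on 5-FOA so higher OD means more RAM inhibition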
TNAP act hiacc – TNAP (human) activation, high acceptor; P05186; purified TNAP, CDP-star luminescence, 1 M DEA, 30 min; hits give high values; 0 = EDTA background, 1 = DMSO-only activity; activation factor at 20 µM; 200,000 tested, under 10 active; AID 1136;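 active = activation factor at least 2 at 20 µM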
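Test system – human TNAP · Doses – 20 µM single point · Incubation – 30 min, room temperature · Signal – luminescent substrate turnover signal · Read-out basis – activation factor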
TNAP inh noacc – blocks human TNAP activity with no phosphate acceptor present; P05186; purified TNAP, CDP-star luminescence, 30 min; inhibition, % at 20 µM; hit rate 0.26% among 200,000; AID 1012;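 active = tissue-nonspecific alkaline phosphatase inhibition above about 50% at 20 µM in the single-dose screen, limit read from the data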;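 note: 0% = DMSO negative control and 100% = EDTA positive control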
FLuc inh counter – inhibits firefly luciferase, flagging false hits in luciferase inhibition screens. hit rate 1.5% among 200,000. inhibition, % at 10 µM. P08659. ATPLite firefly luciferase biochemical luminescence, 10 min;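 active = inhibition above about 50% when tested at 10 µM, limit read from the data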
Target sequence (P08659 whole entry, looked up): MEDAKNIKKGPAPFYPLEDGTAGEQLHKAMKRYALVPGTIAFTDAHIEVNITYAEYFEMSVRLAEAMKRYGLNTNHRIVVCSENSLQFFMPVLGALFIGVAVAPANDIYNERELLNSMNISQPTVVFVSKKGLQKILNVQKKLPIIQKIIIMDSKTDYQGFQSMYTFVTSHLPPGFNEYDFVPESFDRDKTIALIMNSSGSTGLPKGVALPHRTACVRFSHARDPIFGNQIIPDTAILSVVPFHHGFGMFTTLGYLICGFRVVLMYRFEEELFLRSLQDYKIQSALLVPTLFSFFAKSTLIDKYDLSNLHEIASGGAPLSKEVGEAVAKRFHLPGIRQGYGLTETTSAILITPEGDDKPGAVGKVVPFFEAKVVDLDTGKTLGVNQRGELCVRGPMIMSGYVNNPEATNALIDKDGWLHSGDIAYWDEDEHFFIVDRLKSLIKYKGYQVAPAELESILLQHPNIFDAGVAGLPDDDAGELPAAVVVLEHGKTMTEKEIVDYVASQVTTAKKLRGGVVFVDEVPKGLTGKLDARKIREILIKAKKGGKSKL
L major viab – inhibitors of Leishmania major promastigote growth; Leishmania major promastigotes, resazurin fluorescence viability; inhibition, % at 10 µM; hit rate 9% among 200,000; AID 1063; in the data active = inhibition above about 50%;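 note: promastigotes grown with compound for 44 hours at 28 °C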
TNAP inh hiacc – TNAP (human) inhibition, high acceptor | inhibition, % at 20 µM | purified TNAP, CDP-star luminescence, 1 M DEA | P05186 | hit rate 0.03% among 200,000;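 active = over 50% inhibition of tissue-nonspecific alkaline phosphatase at 20 µM in the single-dose screen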;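 note: plate controls were DMSO wells for no effect and EDTA-quenched wells as full inhibition for full effect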
APP transl inh – APP translation inhibition | SH-SY5Y APP 5'UTR-luciferase reporter, luminescence | inhibition, % at 2 µM | hit rate 0.82% among 190,000 | AID 1285;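 active = inhibition above a set limit, derived from the sample mean plus 3 SD, cut at about 45% in these data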; note: values of inactives mirror those of a sister screen read the other way
bIAP inh – intestinal alkaline phosphatase (bovine) inhibition | purified bovine IAP, CDP-star luminescence, 30 min | inhibition, % at 20 µM | 190,000 tested, under 10 active | AID 1019;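 active = over 50% inhibition of intestinal alkaline phosphatase at 20 µM in the single-dose screen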
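System: purified bovine intestinal alkaline phosphatase (IAP) enzyme; Input: IAP diluted 1/65,000,000 in the well; Measured by: CDP-star luminescence signal; Compound dosing: 20 µM single dose; Incubation: 30 min reaction at room temperature.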
bIAP activator – increases bovine intestinal alkaline phosphatase activity | activation factor at 20 µM | purified bovine IAP, CDP-star luminescence, 30 min; hits give high values; fold of DMSO-control signal, blank-subtracted | hit rate 0.17% among 200,000;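 active = activation factor of 2 or more at 20 µM, a signal rise over negative controls twice the positive control's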
FLuc act counter – affects firefly luciferase, flagging false hits in luciferase stimulation screens | P08659 | activation factor at 10 µM | ATPlite luciferase biochemical, luminescence, 10 min; 0 = ATP-free wells, 1 = DMSO control | 200,000 tested, under 10 active;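 active = luciferase activation factor, scaled between plate controls, of at least 2 with compound at 10 µM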
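Assay system – cell-free luciferase reagent · Medium – PBS-based ATP solution · Dosing – test compounds dosed from 2 mM stocks in 100% DMSO · Timing – 10 min, room temperature · Technique – light output (luminescence) · Measure – luminescence gain marking luciferase activators · Controls – No-ATP low control, compound-free enzyme-plus-ATP high control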
The depositor's hits bear a star; nt = not tested or not shown. Compounds were not picked by outcome. About 13% of those tested had a hit in this group.

SMILES | RAM inhibit | TNAP act hiacc | TNAP inh noacc | FLuc inh counter | L major viab | TNAP inh hiacc | APP transl inh | bIAP inh | bIAP activator | FLuc act counter
CCOC(=O)C1CN(S(=O)(=O)c2ccc(C)cc2)CCN1S(=O)(=O)c1ccc(C)cc1 (stereo not given) | 3.7 | 1.1 | -9 | -8 | -1 | -8 | -22 | 4 | 1 | 1.1
S=C(NC1CCCC1)NN1CCOCC1 | 1.5 | 1.1 | -7 | -4 | -7 | -5 | -1 | -5 | 1 | 1
CC(C)(C)c1cn(-c2ccc(F)cc2)c(=S)[nH]1 | 0.1 | 1.1 | -10 | 1 | -10 | -6 | 1 | 38 | 0.6 | 1
Cc1c(/C=N\NC(=O)c2c[nH]c3ccccc23)cnn1C | 0.4 | 1.1 | -14 | 34 | -2 | -6 | -27 | -15 | 1.2 | 0.7
Cc1cc(C)nc(NCCC(=O)O)n1 | -0.4 | 1.1 | -14 | -9 | -8 | -8 | 9 | 0 | 1 | 1.1
Nc1ccc(Nc2ccccc2)cc1 | 7.7 | 1 | 5 | -5 | 24 | 2 | 42 | 5 | 0.9 | 1.1
Cc1cccc(N2CCN(C(=O)CCS(=O)(=O)c3ccc(Br)cc3)CC2C)c1 (stereo not given) | 0.7 | 1 | -7 | 2 | 0 | 1 | 7 | -12 | 1.1 | 1
Cc1cc(C)nc(N/N=C/c2cccc(Cl)c2)n1 | 0.7 | 1 | -4 | 11 | 0 | 2 | -65 | 0 | 1 | 0.9
CC(=O)Nc1ccc(NC(=O)c2ccccc2C)cc1 | 3.4 | 1 | -4 | 2 | -10 | 2 | nt | 15 | 0.9 | 1
O=C(CSc1ccc2c(c1)OCCO2)NCc1ccccc1 | -0.6 | 1 | -14 | -4 | 4 | -4 | -6 | 13 | 0.9 | 1
NS(=O)(=O)c1ccc(NC(=O)COC(=O)c2ccco2)cc1 | 2.3 | 1 | -4 | -4 | 1 | -1 | 3 | -1 | 1 | 1
CCOCCCn1c(C)nc2c(c1=O)c1nc3ccccc3nc1n2-c1ccc(C)cc1 | 1.6 | 1 | -6 | 1 | 14 | 2 | 17 | -1 | 1 | 1
CCOc1cc(/C=C2\SC(=S)N(NC(=O)c3cccnc3)C2=O)ccc1O | 3.6 | 0.5 | 49 | 10 | 0 | 51* | -2 | 16 | 0.8 | 0.9
CS(=O)(=O)N(CC(=O)Nc1ccccc1Sc1ccccc1)c1cccc(Br)c1 | 11* | 1 | -12 | -9 | 2 | -1 | 6 | 5 | 0.9 | 1.1
CC1C(C#N)=C(N)OC2=C1C(=O)CCC2 (stereo not given) | -0.5 | 1.1 | -14 | -5 | -3 | -6 | -7 | 15 | 0.8 | 1.1
COCCN1C(=O)/C(=C/c2cc3c(cc2Br)OCO3)NC1=S | 7.5 | 0.9 | 9 | -3 | 5 | 12 | -5 | 8 | 0.9 | 1
Cn1c(Cc2ccccc2)nnc1SCC(=O)NCCc1ccccc1 | 0.6 | 1 | -4 | -4 | 2 | -3 | -7 | 5 | 0.9 | 1
CCCCC(=O)Nc1ccc(S(=O)(=O)Nc2nccc(C)n2)cc1 | -1.1 | 1.1 | -10 | -8 | 0 | -8 | -12 | 8 | 0.9 | 1.1
Cc1ccccc1Nc1nc2nonc2nc1N1CCOCC1 | -0.9 | 1 | -15 | -8 | 36 | -4 | 8 | 3 | 1 | 1.1
Cc1cc(C)c2cc(C)c(SCC(=O)NCc3ccco3)nc2c1 | 4.3 | 1.1 | -5 | -8 | -3 | -5 | -1 | 11 | 0.9 | 1.1
Cn1c(CCN2CCCCC2)nc2cc(NS(=O)(=O)c3ccc(F)cc3)ccc21 | 0.8 | 1 | -5 | -1 | 1 | -1 | 28 | -1 | 1 | 1
O=C(c1cccc(Cl)c1)N1CCN(c2ccccn2)CC1 | 0.8 | 1 | -9 | -6 | -4 | 1 | -7 | 1 | 1 | 1.1
Cc1ccc(-c2nc3s/c(=C\c4ccco4)c(=O)n3n2)cc1 | 0.1 | 1 | 17 | 26 | -4 | -3 | 3 | 3 | 1 | 0.7
O=C(/C=C/c1ccc(Br)o1)OCc1ccccc1 | 0.9 | 1.1 | -11 | 0 | -2 | -5 | 21 | 38 | 0.6 | 1
O=C(CS(=O)(=O)c1ccc(Cl)c(Cl)c1)Nc1ccccc1Cl | 2.6 | 1.1 | 2 | -10 | -1 | -6 | 0 | 25 | 0.8 | 1.1
CC(NCc1ccc(-c2ccccc2)cc1)C(O)c1ccccc1 (stereo not given) | -0.8 | 1 | -7 | 2 | 99* | 1 | 4 | -21 | 1.2 | 1
CC(C)(C)c1ccc(-c2nc3c(C#N)c(-c4ccc5c(c4)OCO5)ccn3n2)cc1 | 2.0 | 1 | -10 | 1 | 22 | 0 | nt | 0 | 1 | 1
Cc1ccc(C(C)(C)C)cc1S(=O)(=O)NC(=O)c1ccccc1 | 3.3 | 1.1 | -13 | -6 | -10 | -6 | 11 | -6 | 1.1 | 1.1
Nc1ccc(NS(=O)(=O)c2ccccc2)cc1 | 0.9 | 1 | 3 | -10 | -3 | -4 | 4 | 3 | 1 | 1.1
O=c1[nH]c2cc3c(cc2cc1CN(CCc1ccccc1)Cc1nnnn1CC1CCCO1)OCO3 (stereo not given) | 2.7 | 0.9 | -4 | -2 | -1 | 10 | -13 | 2 | 1 | 1
CCOC(=O)c1ccc(Oc2nc(OC)nc(N(C)C)n2)cc1 | 0.9 | 1 | -5 | -1 | -6 | -1 | -2 | 7 | 0.9 | 1
Cc1ccc(O)c(-c2cc(C(=O)NCc3ccc4c(c3)OCO4)[nH]n2)c1 | 6.6 | 1.1 | -132 | -2 | -4 | -7 | 8 | 6 | 0.9 | 1
Cc1ccc(-n2[nH]c(C)c(/C=N/Nc3ccc([N+](=O)[O-])cc3[N+](=O)[O-])c2=O)cc1C | 4.8 | 0.5 | 32 | 32 | -16 | 47 | 26 | 2 | 1 | 0.7
CN(C)CCCNC1CS(=O)(=O)CC1O (stereo not given) | 0.3 | 1 | -5 | 0 | -1 | 0 | -9 | 0 | 1 | 1
Cc1ccc(C(=O)Nc2ccc3cn[nH]c3c2)cc1S(=O)(=O)N1CCCCC1 | -0.2 | 1 | 2 | 13 | 50* | 2 | -46 | -21 | 1.2 | 0.9
Cc1[nH][nH]c(=O)c1C(c1ccc(-c2cccc(C(=O)O)c2)o1)c1c(C)[nH][nH]c1=O | 1.1 | 0.9 | 37 | -3 | -11 | 8 | -11 | 16 | 0.8 | 1
COc1ccc(C(C)=O)cc1CSc1nnc(Nc2ccc(C)cc2C)s1 | 4.7 | 1 | -40 | -4 | 1 | 2 | 9 | -1 | 1 | 1
CCOC(=O)c1c(C)oc2c1c1c(c3ccccc32)OCN(Cc2ccccn2)C1 | 1.5 | 1 | -3 | -8 | 4 | -2 | -25 | -4 | 1 | 1.1
Cc1cc(=O)n(-c2ccc3ccccc3n2)[nH]1 | 2.3 | 1 | -4 | 15 | 2 | -2 | -19 | -18 | 1.2 | 0.8
Cc1ccc2cccc(NC3OC(=O)c4ccccc43)c2n1 (stereo not given) | -0.8 | 1 | -7 | -4 | -2 | -3 | -1 | 5 | 0.9 | 1
COc1ccccc1NC(=O)c1cc(OC)c(OC)cc1[N+](=O)[O-] | 2.7 | 1 | -14 | -4 | 0 | -3 | -6 | 3 | 1 | 1
CC(=O)Oc1cc2c(C(C)=O)coc2c2ccccc12 | 4.8 | 1 | -6 | 1 | -5 | 2 | 8 | 5 | 0.9 | 1
Cc1cc(C)c2c(n1)sc1c(=O)n(-c3ccccc3)c(=O)[nH]c12 | 1.9 | 1 | -11 | -2 | -2 | -5 | 3 | 17 | 0.8 | 1
CCOC(=O)N1CCN(CC(=O)Nc2c(C(=O)OC)[nH]c3cccc(Cl)c23)CC1 | 0.9 | 1.1 | -12 | -8 | -5 | -7 | 13 | 2 | 1 | 1.1
CCCSc1nnc(NC(=O)c2ccco2)s1 | 0.6 | 1 | -3 | 25 | -6 | -2 | -25 | -3 | 1 | 0.7
Cc1csc(NC(=O)CCc2nc3ccccc3s2)n1 | 2.0 | 1 | 1 | -5 | 12 | 2 | -1 | 3 | 1 | 1.1
COc1ccc(CCNC(=O)c2ccc(N3CCCC3=O)cc2)cc1OC | 0.0 | 1 | -15 | -2 | 7 | -5 | 7 | 2 | 1 | 1
CCOC(=O)N1CCN(Cc2nc3c(c(=O)n(C)c(=O)n3C)n2Cc2ccccc2)CC1 | -0.2 | 1 | -4 | 10 | 0 | 1 | -5 | 0 | 1 | 0.9
COc1cc(OC)cc(C(=O)Oc2ccc(/C=N/Nc3nc4ccccc4s3)cc2OC)c1 | 5.4 | 1.1 | -5 | -3 | 6 | -6 | -115 | 8 | 0.9 | 1
COc1ccc(-c2nc3cccc(C)n3c2NCC2CCCO2)cc1O (stereo not given) | 2.2 | 1.1 | -9 | 2 | -5 | -14 | -12 | -16 | 1.2 | 1
Cc1cc(-c2nn(-c3ccccc3F)cc2CN2CCCC(CO)C2)c(C)s1 (stereo not given) | 0.9 | 1 | -4 | -3 | 23 | -3 | -15 | -13 | 1.1 | 1
CCCOc1ccc(N2C(=O)CC(NCc3cccs3)C2=O)cc1 (stereo not given) | 1.4 | 1 | -10 | -6 | -6 | -3 | 9 | 6 | 0.9 | 1.1
Cc1cc(NS(=O)(=O)c2ccc(NC(=O)CSc3nc4sc(C)c(C)c4c(=O)[nH]3)cc2)no1 | 5.3 | 1 | 8 | 7 | -4 | 3 | -12 | 3 | 1 | 0.9
CCCN1CCN(C(=O)Nc2ccc(C(=O)OCC)cc2)CC1 | 1.2 | 1.1 | -12 | -1 | -1 | -10 | -7 | -13 | 1.1 | 1
COCCN(CCOC)Cc1cc(=O)oc2cc3c(cc12)CCC3 | -0.7 | 1 | -5 | -1 | 2 | -2 | 8 | 4 | 1 | 1
Cc1ccc(NC(=S)N2CCN(c3ncccn3)CC2)c(C)c1 | 0.4 | 1 | -12 | -6 | 1 | 0 | -1 | 2 | 1 | 1.1
Cn1ncc(Cl)c(Oc2ccc(Cl)cc2)c1=O | -0.1 | 1 | -7 | -7 | -5 | 0 | -10 | 0 | 1 | 1.1
